Rac1 mut GTP: GTP binding modulators of activated mutant Rac1, primary screen, biochemical, bead-based flow cytometry, multiplex, fluorescent GTP; percent activity (GTP binding), % at 10 µM; 190,000 compounds, 0.11% hits; GST-Rac1 activated beads; actives lie on both sides; 100% means binding = to untreated wells; Ras-related C3 botulinum toxin substrate 1 (Homo sapiens), P63000;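 active = GTP binding at least 20 percentage points away from the 100% baseline, in either direction, so actives lie on both sides; inconclusive = Compound likely fluorescent itself, or too few beads counted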
Mcl1-Noxa inh: Mcl-1/Noxa binding inhibitors, primary screen, biochemical, TR-FRET, 1536-well | 220,000 compounds, 1.5% hits | inhibition, % at 21.7 µM | TR-FRET Mcl-1/Noxa peptide binding, 2 h;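 active = compounds that cut the protein-peptide binding signal by more than 50% relative to plate controls in a single-dose test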;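 also: His-tagged Mcl-1 with rhodamine Noxa BH3 peptide and terbium anti-His antibody; 0% = Mcl-1 plus Noxa peptide wells and 100% = peptide-only wells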
Target sequence (Q07820 whole entry, looked up): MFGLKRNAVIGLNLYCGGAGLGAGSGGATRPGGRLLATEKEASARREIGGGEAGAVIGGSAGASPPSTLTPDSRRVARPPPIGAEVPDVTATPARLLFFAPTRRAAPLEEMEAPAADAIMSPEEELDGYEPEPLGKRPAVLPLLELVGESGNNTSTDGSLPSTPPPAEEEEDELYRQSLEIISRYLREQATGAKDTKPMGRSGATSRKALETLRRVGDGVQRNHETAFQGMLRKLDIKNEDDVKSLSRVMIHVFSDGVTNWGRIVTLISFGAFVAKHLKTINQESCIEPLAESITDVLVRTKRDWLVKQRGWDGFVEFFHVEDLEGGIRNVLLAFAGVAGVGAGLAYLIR
Avidin fluor: green autofluorescence of compounds with avidin beads – biophysical, 488/530 nm, flow cytometry, artefact control, profiling panel. fluorescence (KMESF) at 10 µM. compound fluorescence 488/530 nm; active compounds read high. 220,000 compounds, 0.38% hits; in the data active = fluorescence above about 47; also: inactives centre near 10
Rac1 wt GTP bind: wildtype Rac1 GTP binding modulators, primary screen, biochemical, GST-Rac1 beads, flow cytometry, multiplex | GTP binding activity (% of control), % at 10 µM | fluorescent GTP binding; actives lie on both sides; 0 = cold GTP competed, 100 = untreated | 190,000 compounds, 0.27% hits;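 active = GTP binding activity at least 20 points away from the 100% control level, either lower or higher; inconclusive = compound flagged as likely green fluorescent, judged across all proteins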
Rab7 wt GTP bind: modulators of GTP binding to Rab7, primary screen, biochemical, wildtype, multiplex bead flow cytometry | GST-Rab7 beads, fluorescent GTP binding; actives lie on both sides; untreated = 100%, excess cold GTP = 0% | GTP binding activity (percent of control), % at 10 µM | 190,000 compounds, 0.055% hits;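 active = fluorescent GTP binding to Rab7 beads changed by at least 20 points from the 100% baseline, either direction, mostly lower; inconclusive = compound itself probably fluorescent, or too few beads counted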;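 also: median green fluorescence of bound Bodipy-FL-GTP per Rab7 bead population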
Bim-Mcl-1: inhibitors of Bim peptide binding to Mcl-1, primary screen, biochemical, bead-based flow cytometry, multiplex. 190,000 compounds, 0.1% hits. AID 1009, 2008. Induced myeloid leukemia cell differentiation protein Mcl-1 (Homo sapiens), Q07820. inhibition, % at 10 µM. Bim peptide-Mcl-1 binding; in the data active = inhibition above about 40%;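 also: 0% = no compound tracer wells and 100% = peptide blocker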
Rab2A wt mod: modulators of GTP binding to Rab2A wildtype, primary screen, biochemical, dog, bead-based flow cytometry, multiplex. Ras-related protein Rab-2A (Canis lupus familiaris), P61105. GST-Rab2 wt beads, Bodipy-GTP binding. GTP binding activity, % at 10 µM. 190,000 compounds, 0.19% hits. AID 760, 2007;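 active = GTP binding activity at least 20 points away from 100%, either lowered or raised; inconclusive = signal likely due to the compound's own green fluorescence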;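 also: 0% = beads with excess unlabeled GTP and 100% = no-compound control corrected for plate trend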
Cdc42 wt GTP: modulators of GTP binding to wildtype Cdc42, primary screen, biochemical, multiplex bead flow cytometry, Bodipy-GTP. 190,000 compounds, 0.2% hits. percent activity (GTP binding), % at 10 µM. GST-Cdc42 beads; actives lie on both sides;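 active = percent activity GTP binding at least 20 points away from the 100% baseline, either down as inhibitor or up as activator; inconclusive = compound flagged as likely green fluorescent from well-wide comparison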;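 also: median bead fluorescence of bound Bodipy-FL-GTP at 100 nM; 0% = excess unlabeled GTP control and 100% = no compound control; below 100% means less GTP binding so inhibitor and above means activator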
Target sequence (P60953 whole entry, looked up): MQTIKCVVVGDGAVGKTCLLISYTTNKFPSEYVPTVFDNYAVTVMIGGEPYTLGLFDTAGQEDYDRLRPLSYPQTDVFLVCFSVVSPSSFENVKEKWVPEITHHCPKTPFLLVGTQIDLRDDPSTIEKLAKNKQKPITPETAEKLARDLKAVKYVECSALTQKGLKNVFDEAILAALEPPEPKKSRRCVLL
Mcl1-Bid inh: Mcl-1/Bid binding inhibitors, primary screen, biochemical, TR-FRET, 1536-well. 220,000 compounds, 0.97% hits. Induced myeloid leukemia cell differentiation protein Mcl-1 (Homo sapiens), Q07820. TR-FRET Mcl-1/Bid-Dy647 peptide binding. inhibition, % at 21.7 µM;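 active = compounds that cut the binding signal by more than half at the single screening dose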;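 also: His-tagged Mcl-1 with europium anti-His antibody binding Bid BH3 peptide; 0% = Mcl-1 plus peptide wells and 100% = peptide-only wells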
Pf gametocyte: late stage P. falciparum gametocyte viability inhibitors, primary screen, ATP luminescence, HTS; P. falciparum stage V gametocytes, 24 h; inhibition, % at 10.9 µM; 150,000 compounds, 0.065% hits;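 active = inhibition above the mean plus 3 SD of compounds within the control limits, set per campaign, cut at about 38% in these data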;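 also: 0% = DMSO wells and 100% = medium only without gametocytes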
HRas wt GTP bind: modulators of GTP binding to HRas wildtype, primary screen, biochemical, bead-based flow cytometry, multiplex; 190,000 compounds, 0.14% hits; GTP binding activity, % at 10 µM; AID 759, 2007; GST-Ras wt beads, Bodipy-FL-GTP binding; actives lie on both sides;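 active = GTP binding activity at least 20% away from the 100% baseline, either lowered as inhibitor or raised as activator; inconclusive = flagged as likely green fluorescent, judged across all proteins in the well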;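 also: 0% = unlabeled GTP competition control and 100% = no-compound control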
Target sequence (P01112 whole entry, looked up): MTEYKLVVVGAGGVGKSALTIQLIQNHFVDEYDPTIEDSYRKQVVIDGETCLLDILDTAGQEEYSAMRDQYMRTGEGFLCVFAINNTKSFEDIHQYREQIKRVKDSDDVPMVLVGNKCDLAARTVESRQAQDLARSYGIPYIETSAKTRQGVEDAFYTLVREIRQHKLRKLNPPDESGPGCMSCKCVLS
Numbers without * were called inactive; ? = inconclusive; . = no result given.

SMILES | Rac1 mut GTP | Mcl1-Noxa inh | Avidin fluor | Rac1 wt GTP bind | Rab7 wt GTP bind | Bim-Mcl-1 | Rab2A wt mod | Cdc42 wt GTP | Mcl1-Bid inh | Pf gametocyte | HRas wt GTP bind
Cc1ccc(C(c2nnnn2C2CCCCC2)N2CCN3CCCC3C2)cc1 (centres undefined) | 100 | 2 | 40 | 105 | 104 | -1 | 103 | 103 | -15 | 17 | 102
Cc1ccsc1C=C1C(=O)c2ccccc2C1=O | 94 | 15 | 32 | 95 | 94 | 0 | 96 | 94 | -2 | -37 | 95
COC(=O)c1[nH]c2ccccc2c1NC(=O)CN1CCN(Cc2ccc3c(c2)OCO3)CC1 | 95 | 21 | 10 | 97 | 92 | -3 | 96 | 99 | -17 | . | 98
Cc1ccc(S(=O)(=O)N(C)Cc2ccc(-c3nnc4n3CCC4)cc2)cc1 | 98 | 4 | 17 | 101 | 96 | 0 | 99 | 101 | -20 | -12 | 98
CCOC(=O)CNC(=O)CNC(=O)Cn1ccc2ccccc2c1=O | 100 | -21 | 5 | 104 | 99 | 3 | 101 | 103 | -28 | 0 | 102
O=C(NCc1cccs1)C1CC(c2ccc(Cl)c(Cl)c2)=NO1 (centres undefined) | 89 | -4 | 8 | 93 | 94 | -1 | 92 | 94 | -15 | 5 | 90
CO/N=C/C(C#N)=C/c1ccc(OC)c(OC)c1 | 95 | -1 | 23 | 99 | 95 | -1 | 94 | 96 | 5 | -9 | 97
CCCCCCc1cc2cc(C(=O)NC)c(=N)oc2cc1O | 100 | . | 7 | 100 | 101 | 0 | 99 | 98 | . | . | 99
COc1ccc(-c2nc3cc(NC(=O)Cc4ccc(OC)c(OC)c4)ccc3o2)cc1 | ? | 7 | 35 | ? | ? | 0 | ? | ? | -1 | 14 | ?
Cc1ccc(S(=O)(=O)N2CCC(=O)N(CCOCc3ccccc3)CC2)cc1 | 100 | 7 | 9 | 105 | 96 | -2 | 103 | 103 | 3 | 1 | 102
CCOc1ccc(NC(=S)Nc2ccc3nsnc3c2)cc1 | 95 | 46 | 13 | 95 | 97 | -14 | 97 | 96 | -56 | 13 | 96
O=S(=O)(Nc1cc(Cl)ccc1N1CCCCC1)c1cccs1 | 98 | -4 | 12 | 108 | 104 | 0 | 101 | 104 | -39 | . | 104
COc1ccc(C)cc1NC(=O)CSc1nnc(COc2ccc(Cl)cc2)n1Cc1ccco1 | 94 | 1 | 6 | 94 | 93 | 0 | 94 | 97 | -9 | 19 | 97
COc1cc(C(=O)NCC(=O)OC(C)C(=O)Nc2ncc(Cl)cc2Cl)cc(OC)c1OC (centres undefined) | 94 | 15 | 11 | 96 | 97 | 2 | 95 | 90 | -34 | -18 | 97
CCOC(=O)c1c(C)[nH]c(C(=O)N/N=C\c2ccccc2Cl)c1C | 96 | 21 | 12 | 97 | 99 | -4 | 95 | 101 | 25 | . | 96
COC(=O)c1ccc(COC(=O)C23CC4CC(CC(O)(C4)C2)C3)o1 | 97 | 3 | 11 | 100 | 100 | -1 | 99 | 98 | -6 | 5 | 99
COc1ccc(C(=O)Cc2ccc(OC)c(OC)c2)c(OC)c1 | ? | -3 | 8 | ? | ? | 1 | ? | ? | -13 | -3 | ?
CCN(CC)CCCNc1ncnc2ccccc12 | ? | 20 | 12 | ? | ? | 2 | ? | ? | -10 | -24 | ?
Cc1nonc1OCC(C)(COc1nonc1C)NC(=O)c1ccc(Cl)cc1 | 102 | -9 | 4 | 106 | 97 | -1 | 100 | 99 | 6 | -31 | 102
COc1ccc(C(=O)n2ccc(C)n2)cc1Br | 97 | 2 | 8 | 95 | 99 | 0 | 94 | 96 | 4 | . | 96

Part of the list above, limited to Rac1 wt GTP bind, Rab7 wt GTP bind and Rab2A wt mod:
compound,Rac1 wt GTP bind,Rab7 wt GTP bind,Rab2A wt mod
CO/N=C/C(C#N)=C/c1ccc(OC)c(OC)c1,99,95,94
CCCCCCc1cc2cc(C(=O)NC)c(=N)oc2cc1O,100,101,99

The list continues.
SMILES | Rac1 mut GTP | Mcl1-Noxa inh | Avidin fluor | Rac1 wt GTP bind | Rab7 wt GTP bind | Bim-Mcl-1 | Rab2A wt mod | Cdc42 wt GTP | Mcl1-Bid inh | Pf gametocyte | HRas wt GTP bind
O=C(O)C1CCN(c2ccc(S(=O)(=O)N3CCOCC3)cc2[N+](=O)[O-])CC1 | 95 | 21 | 6 | 97 | 106 | 1 | 102 | 97 | -19 | 19 | 100
O=c1[nH]cnc2c1ncn2[C@@H]1O[C@H](CO)[C@@H](O)[C@H]1O | 101 | 16 | 7 | 102 | 97 | -5 | 106 | 106 | 2 | . | 99
COC(=O)c1cnn2c(C(F)(F)F)cc(-c3ccccc3)nc12 | 98 | -11 | 6 | 106 | 101 | -2 | 99 | 103 | -9 | . | 100
O=C(Cn1ccc([N+](=O)[O-])n1)Nc1nc2ccccc2s1 | 97 | 40 | 10 | 103 | 100 | 0 | 100 | 99 | 3 | -9 | 98
COc1cc(C(=O)N2c3ccccc3CC2C)cc(OC)c1OC (centres undefined) | 102 | 18 | 11 | 103 | 98 | -2 | 101 | 102 | -26 | -4 | 100
COc1ccccc1NC(=S)NC1CCCCC1 | 103 | 19 | 3 | 105 | 106 | -4 | 105 | 102 | -22 | . | 107
Fc1cc(F)cc(NC(=S)N2CCC(c3ccccc3)C2)c1 (centres undefined) | 99 | 4 | 5 | 101 | 103 | -2 | 99 | 97 | -10 | -17 | 99
CC(=O)c1ccc(NC(=O)c2cc(Cl)nc3ccccc23)cc1 | 95 | 13 | 9 | 96 | 94 | -2 | 92 | 95 | -41 | . | 94
Cc1c(NC(=O)COC(=O)c2cc(-c3ccc(-c4ccccc4)cc3)nc3ccccc23)c(=O)n(-c2ccccc2)n1C | 98 | 21 | 13 | 98 | 101 | -4 | 99 | 100 | 82* | 13 | 99
Oc1[nH]c2ccccc2c1C1=NCCCC1 | 99 | 16 | 13 | 103 | 102 | 0 | 104 | 106 | -17 | . | 103
CCOc1ccc(CCNC(=O)c2ccc(N3CCCC3=O)cc2)cc1OCC | 97 | -15 | 25 | 98 | 95 | 2 | 94 | 95 | -5 | . | 96
CCOC(=O)c1c(C)[nH]c(C)c1C(=O)COC(=O)CNC(=O)C1CCCCC1 | 96 | -21 | 6 | 92 | 105 | 7 | 99 | 92 | -20 | 6 | 97
C/C(=N\NC(=O)c1ccccc1O)c1cccs1 | 96 | 23 | 13 | 100 | 103 | -1 | 97 | 95 | -29 | -11 | 100
COc1ccc2c(c1)CCc1c(C(=O)Nc3cc(C)n(Cc4ccc(Cl)cc4)n3)noc1-2 | 102 | 9 | 28 | 107 | 101 | 0 | 102 | 102 | -8 | . | 102
COc1ccccc1Nc1nccc(N(C)C)c1C#N | 96 | 14 | 9 | 99 | 96 | -2 | 98 | 97 | -11 | 14 | 95
O=C(NC(=S)Nc1ccccc1N1CCCCC1)c1cccs1 | 98 | 16 | 14 | 101 | 98 | -2 | 95 | 91 | -63 | 5 | 97
COc1ccc(-c2nnn(CC(=O)N(CC(=O)NC3CCCC3)Cc3cccs3)n2)cc1OC | 99 | -8 | 5 | 100 | 95 | 2 | 97 | 97 | -38 | . | 98
CCCCNC(=O)C1CCN(C/C(C)=C/c2ccccc2)CC1 | 99 | 12 | 6 | 100 | 100 | 0 | 104 | 103 | 14 | -35 | 101
Cc1nc2scc(-c3ccc(C(C)C)cc3)c2c(=O)n1N | 95 | 6 | 8 | 98 | 102 | -1 | 102 | 94 | -21 | -9 | 97
Cc1cc(C)c(NC(=O)Cn2c(=O)n(Cc3ccco3)c(=O)c3ccccc32)c(C)c1 | 98 | -4 | 22 | 102 | 105 | 1 | 101 | 102 | 0 | 4 | 103
N=c1sccn1CC(=O)NCc1ccc(Cl)cc1Cl | 94 | 14 | 14 | 95 | 98 | -2 | 97 | 94 | -21 | -4 | 94
O=C(c1ccccc1)N1CCC(O)(c2cccnc2)CC1 | 98 | 26 | 8 | 101 | 106 | -1 | 99 | 99 | -4 | . | 98
CCOC(=O)c1sc2nc(C)nc(Nc3ccc(OC)cc3)c2c1C | 97 | 2 | 9 | 98 | 93 | 5 | 99 | 97 | -17 | -2 | 95

Taken from above:
O=c1[nH]cnc2c1ncn2[C@@H]1O[C@H](CO)[C@@H](O)[C@H]1O in Mcl1-Noxa inh is entered as 16
O=C(NC(=S)Nc1ccccc1N1CCCCC1)c1cccs1 in Bim-Mcl-1 is entered as -2
CC(=O)c1ccc(NC(=O)c2cc(Cl)nc3ccccc23)cc1 in Rab2A wt mod is entered as 92
Cc1cc(C)c(NC(=O)Cn2c(=O)n(Cc3ccco3)c(=O)c3ccccc32)c(C)c1 in Bim-Mcl-1 is entered as 1

Of the compounds above, 2 contain fluorine:
SMILES | Rac1 mut GTP | Mcl1-Noxa inh | Avidin fluor | Rac1 wt GTP bind | Rab7 wt GTP bind | Bim-Mcl-1 | Rab2A wt mod | Cdc42 wt GTP | Mcl1-Bid inh | Pf gametocyte | HRas wt GTP bind
COC(=O)c1cnn2c(C(F)(F)F)cc(-c3ccccc3)nc12 | 98 | -11 | 6 | 106 | 101 | -2 | 99 | 103 | -9 | . | 100
Fc1cc(F)cc(NC(=S)N2CCC(c3ccccc3)C2)c1 (centres undefined) | 99 | 4 | 5 | 101 | 103 | -2 | 99 | 97 | -10 | -17 | 99

Screening data (PubChem)
